XBP1 UPR activ – activators of adaptive XBP1 UPR arm, primary screen, cell-based, CHO-XBP1 luciferase reporter, luminescence, uHTS; 330,000 tested, 0.33% active; AID 463104, 2010; activation, % at 20 µM; IRE1-XBP1 UPR activation; percent of tunicamycin response, DMSO as zero;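 active = versus positive control, 20 µM dose yields 30% or more activation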;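 note: 100% = tunicamycin at 10 µg/mL and 0% = DMSO only wells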
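Test system: CHO-XBP1 luciferase reporter cells | Buffer or medium: Serum-containing F12 medium, 10% FBS | Schedule: 6 h compound exposure at 37 °C, 5% CO2 | Detection: Steady-Glo luciferase glow luminescence, 10 min after reagent addition | Read-out basis: Activation, % of tunicamycin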
Jurkat NFkB inh – inhibitors of induced NF-kB luciferase reporter, primary screen, TCR NF-kB activation inhibitor project, cell-based, luminescence, uHTS. Jurkat, PMA/ionomycin-induced NF-kB luciferase reporter. inhibition, % at 4 µM. 330,000 tested, 0.53% active; in the data active = inhibition above about 50%
CCR6 antagonist – CCR6 receptor antagonists, primary screen, cell-based, CHO-K1, luminescence, beta-arrestin, uHTS; C-C chemokine receptor type 6 (Homo sapiens), P51684; 340,000 tested, 0.49% active; CHO-K1 CCR6 PathHunter beta-arrestin, CCL20-stimulated; inhibition, % at 20 µM;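 active = compounds whose inhibition of the agonist-driven luminescence signal at 20 µM reaches about 50%, limit read from the data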;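 note: cells stimulated with CCL20 at 14 nM final; plate controls were DMSO with CCL20 for no effect and DMSO without agonist for full effect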
Target sequence (P51684 whole entry, looked up): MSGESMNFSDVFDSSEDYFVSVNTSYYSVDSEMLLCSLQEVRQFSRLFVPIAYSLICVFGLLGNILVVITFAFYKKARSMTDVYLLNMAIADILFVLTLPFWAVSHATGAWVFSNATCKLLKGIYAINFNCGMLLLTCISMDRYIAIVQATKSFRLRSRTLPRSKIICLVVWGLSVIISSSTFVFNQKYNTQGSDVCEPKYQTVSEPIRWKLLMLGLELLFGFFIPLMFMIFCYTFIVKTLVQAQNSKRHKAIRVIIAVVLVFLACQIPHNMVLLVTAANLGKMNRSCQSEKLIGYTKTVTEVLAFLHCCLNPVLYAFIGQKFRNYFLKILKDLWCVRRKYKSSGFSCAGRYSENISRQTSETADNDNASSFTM
Gli-Sufu block – Gli-Sufu pathway antagonists, primary screen, luciferase luminescence, Sufu-KO-LIGHT cells, uHTS; Sufu-KO-LIGHT fibroblasts, Gli luciferase reporter luminescence; inhibition, % at 5 µM; 340,000 tested, 0.74% active;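 active = inhibition above about 55%, limit read from the data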;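 note: 0% = DMSO-treated cells and 100% = wells with medium but no cells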
CXCR6 inh – CXCR6 receptor inhibitors, primary screen, cell-based, beta-arrestin, luminescence, CHO-K1 PathHunter, 1536-well. C-X-C chemokine receptor type 6 (Homo sapiens), O00574. inhibition, % at 20 µM. 360,000 tested, 0.36% active. AID 602244, 2012; in the data active = inhibition above about 34%, passing the limit was not always enough;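 note: antagonist mode with CXCL16 agonist at 10 nM final; 0% = 10 nM CXCL16 with DMSO and 100% = unstimulated wells without agonist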
Target sequence (O00574 whole entry, looked up): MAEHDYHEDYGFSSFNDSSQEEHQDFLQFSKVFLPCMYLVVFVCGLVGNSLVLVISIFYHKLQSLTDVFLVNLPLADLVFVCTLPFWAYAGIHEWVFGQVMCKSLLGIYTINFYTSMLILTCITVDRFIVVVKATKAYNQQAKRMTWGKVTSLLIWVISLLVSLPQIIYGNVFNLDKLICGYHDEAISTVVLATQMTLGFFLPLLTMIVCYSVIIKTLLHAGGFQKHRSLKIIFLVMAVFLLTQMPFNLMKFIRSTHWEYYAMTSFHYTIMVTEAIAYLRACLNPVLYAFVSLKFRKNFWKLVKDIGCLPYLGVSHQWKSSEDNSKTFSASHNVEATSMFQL
697 NFkB inh – inhibitors of PMA/ionomycin-induced NF-kB reporter, 697 cells, primary screen, B-cell NF-kB inhibitor project, cell-based, luminescence, uHTS; 697 B-cell NF-kB luciferase reporter, 16 h; inhibition, % at 4 µM; 330,000 tested, 0.33% active; in the data active = inhibition above about 35%
Mdm2 MdmX PPI – inhibitors of human Mdm2-MdmX association, primary screen, cell-based, luminescence, split luciferase, SaOS-2, uHTS. Protein Mdm4 (Homo sapiens) + E3 ubiquitin-protein ligase Mdm2 (Homo sapiens), …. SaOS-2 split-luciferase Mdm2/MdmX complementation. inhibition, % at 8 µM. 330,000 tested, 3% active;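 active = inhibition of at least 50% at 8 µM in the primary screen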
UPR CHOP act – activators of apoptotic CHOP UPR arm, primary screen, cell-based, CHO-CHOP luciferase reporter, luminescence, uHTS; AID 449763, 2010; UPR activation; percent of tunicamycin response over DMSO baseline; 330,000 tested, 0.34% active; activation, % at 10 µM;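 active = at 10 µM dose, activation of 40% or more, normalized to positive control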;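 note: 100% = tunicamycin at 10 µg/mL and 0% = DMSO alone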
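System: CHO-CHOP luciferase reporter cell line | Buffer or medium: F12 medium containing 10% fetal bovine serum | Doses: One dose, 10 µM in 0.5% DMSO | Times: 6 h compound exposure at 37 °C after overnight seeding | Signal: Luciferase luminescence | Read-out: % activation vs tunicamycin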
EBI2 antag – EBI2 receptor antagonists, beta-arrestin recruitment, primary screen, cell-based, luminescence, 7a,25-OHC stimulation, uHTS. G-protein coupled receptor 183 (Homo sapiens), P32249. 360,000 tested, 0.81% active. inhibition, % at 5 µM. AID 651636, 2012. 7a,25-OHC stimulated; in the data active = inhibition above about 38%;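 note: enzyme fragment complementation signal reports receptor beta-arrestin coupling in cells; 0% = agonist plus DMSO wells and 100% = wells without agonist; some results beyond the cut were filed as inactive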
Target sequence (P32249 whole entry, looked up, the tested form may be a part): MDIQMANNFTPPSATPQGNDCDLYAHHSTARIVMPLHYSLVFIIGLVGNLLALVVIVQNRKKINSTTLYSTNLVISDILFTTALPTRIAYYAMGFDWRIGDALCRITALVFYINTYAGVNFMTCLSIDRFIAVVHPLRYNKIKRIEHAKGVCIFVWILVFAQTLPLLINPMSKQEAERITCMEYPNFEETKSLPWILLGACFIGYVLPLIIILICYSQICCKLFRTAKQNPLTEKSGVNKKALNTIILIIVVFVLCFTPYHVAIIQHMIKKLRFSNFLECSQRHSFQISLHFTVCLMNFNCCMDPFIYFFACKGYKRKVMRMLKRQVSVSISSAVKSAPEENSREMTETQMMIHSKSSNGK
Active calls of the source: *; x = no result given.

SMILES | XBP1 UPR activ | Jurkat NFkB inh | CCR6 antagonist | Gli-Sufu block | CXCR6 inh | 697 NFkB inh | Mdm2 MdmX PPI | UPR CHOP act | EBI2 antag
COc1ccccc1NC(=O)C1CCCN1S(=O)(=O)c1cccc2nsnc12 (configuration not stated) | -1 | 9 | 23 | 4 | 10 | -4 | -10 | 0.2 | -12
COC(=O)C1CCCN1C(=O)C1CCCN1C(=O)CNC(=O)OCc1ccccc1 (configuration not stated) | -1 | -4 | -10 | 4 | -5 | 13 | -16 | 0.6 | -3
COc1ccc(N=c2oc3cc(O)ccc3cc2C(=O)Nc2ccccn2)cc1OC | 21 | 0 | 11 | -6 | 21 | 15 | 40 | 8.6 | 15
O=C(Nc1nncs1)c1cc(-c2ccncc2)nc2ccc(Cl)cc12 | -3 | -7 | -7 | 4 | 22 | 9 | 15 | -0.1 | 4
CCOC(=O)COc1c(OC)cc(Cl)cc1C1NC(=O)NC(C)=C1C(C)=O (configuration not stated) | -2 | -7 | -6 | 6 | -4 | 5 | 0 | 0.7 | -1
COc1ccc(CCNC(=O)c2ccc(NS(=O)(=O)c3ccc4[nH]c(=O)[nH]c4c3)cc2)cc1OC | -3 | 16 | 1 | 2 | -5 | -17 | 7 | -1.6 | 12
COc1cccc(C(C[N+](=O)[O-])c2c(C)[nH]n(-c3ccccc3)c2=O)c1 (configuration not stated) | -10 | 3 | 12 | 1 | 8 | 4 | 65* | -11 | -36
Cc1c(Br)c([N+](=O)[O-])nn1CCCC(=O)Nc1c(C)n(C)n(-c2ccccc2)c1=O | 3 | 3 | 6 | 8 | 3 | 8 | 16 | 1.3 | -11
Cc1ccsc1/C=N/n1c(-c2ccco2)n[nH]c1=S | 1 | 12 | 17 | 2 | 19 | -14 | 22 | 1.0 | 0
O=C(Cc1ccsc1)NCC(c1ccco1)N1CCCCC1 (configuration not stated) | 0 | -13 | 11 | -1 | -2 | -25 | -2 | 1.6 | -11
Cc1ccc(CS(=O)Cc2ccc(C(=O)NCc3ccccc3Cl)o2)cc1 (configuration not stated) | -9 | 6 | 3 | 4 | 2 | -15 | 14 | 1.8 | 6
Cn1c(=O)[nH]c(=O)c2c1nc(N1CCCCCC1)n2Cc1cccc2ccccc12 | 5 | 12 | 22 | -6 | -2 | 6 | 39 | 0.1 | 33
Cc1cccc(Cn2ccc(N)n2)c1 | 0 | 12 | -8 | 2 | 7 | 1 | 33 | 2.0 | -4
CCc1cc(C(=O)N(Cc2ccccc2)c2c(N)n(CCOC)c(=O)[nH]c2=O)sc1C | -1 | 20 | 4 | -1 | -3 | 4 | 5 | 2.0 | -3
COc1ccc(S(=O)(=O)Nc2cccc3c2O[C@H](CN(C)S(=O)(=O)c2ccccc2)[C@@H](C)CN([C@H](C)CO)C3=O)cc1 | 0 | 5 | -11 | 8 | 1 | 10 | -25 | 0.8 | -1
CCOC(=O)c1ccc(N(CC(=O)NC2CCCCC2)C(=O)CNC(=O)c2ccco2)cc1 | -2 | -22 | 10 | -14 | -7 | 19 | 9 | -1.7 | -5
C=CC[N@@+]12CC[C@]34c5ccccc5N5/C=C6\C7N(/C=C(\C53)[C@@H](C[C@@H]41)/C(=C/CO)C2)c1ccccc1[C@@]71CC[N@@+]2(CC=C)C/C(=C\CO)[C@@H]6C[C@@H]12 (some centres not stated) | -5 | -1 | 1 | -5 | -1 | -11 | -6 | 0.1 | -3
CN1CCN(C(=O)c2cc3c(C(F)(F)F)nn(C)c3s2)CC1 | -3 | -29 | -4 | -76 | 1 | -6 | 30 | -4.2 | -7
COCCNC(=O)C(c1ccc(F)cc1)N(CCOC)C(=O)CCC(=O)Nc1nccs1 (configuration not stated) | 0 | -16 | 4 | 2 | -5 | -2 | 16 | 0.5 | -8
Cc1ccc(NC(=O)CN(C)C(=O)c2cccc(S(=O)(=O)NCc3ccco3)c2)cc1 | -3 | -13 | 7 | -5 | -2 | 7 | -6 | -1.7 | -2
CCOC(=O)Cc1csc(NC(=S)NC(=O)C(C)(C)C)n1 | 1 | 0 | 19 | 6 | -3 | 3 | -24 | 2.6 | 5
O=C(COc1coc(CN2CCc3ccccc3C2)cc1=O)Nc1ccccc1F | -2 | -12 | 17 | -9 | 4 | 9 | 3 | 0.1 | -6
N#CC1=CC2CN(Cc3ccccc3)C1C1C(=O)N(c3ccccc3)C(=O)C21 (configuration not stated) | x | x | 6 | 4 | -7 | x | x | x | -3
O=C(c1c(F)cccc1F)N1CCCC(c2nc(-c3ccc(F)cc3)no2)C1 (configuration not stated) | -5 | 0 | 19 | -9 | 3 | -25 | 1 | 0.9 | 8
COc1ccccc1C1CC(c2ccc(Cl)cc2Cl)Nc2nc(N)nn21 (configuration not stated) | 3 | 3 | 2 | 0 | 2 | 11 | 17 | 3.7 | 2
Cc1ccc(Nc2nc(COC(=O)C3CC3)cs2)cc1 | 3 | -90 | 2 | -32 | -3 | -80 | -52 | 6.2 | 3
C/C(=N/NC(=O)CN1CCN(Cc2ccccc2Cl)CC1)c1ccco1 | -2 | 9 | 19 | 4 | -6 | 5 | 11 | -1.3 | -9
Cc1ccc(NCc2nnc(SCC(=O)Nc3cc(C)on3)n2C)cc1 | 1 | 5 | 16 | -1 | 0 | -1 | 12 | 1.9 | 4
CCc1nnc(NS(=O)(=O)c2ccc(N/C=C(\C=O)c3nc4cc(Cl)ccc4o3)cc2)s1 | -2 | 14 | 33 | -2 | -1 | -8 | -2 | -1.0 | 18
CC1(c2ccc(Cl)cc2Cl)NC(=O)N(CC(=O)Nc2cccnc2Cl)C1=O (configuration not stated) | 1 | -7 | -2 | -11 | -5 | -1 | 10 | 1.4 | 1
CCOC(=O)Cc1csc(N/N=C\c2cccc(Br)c2)n1 | 1 | 7 | 17 | 1 | 0 | 7 | 1 | -1.6 | -7
N#Cc1ccc(CSc2ncccn2)cc1 | -5 | -11 | 15 | -5 | -1 | 14 | 4 | 2.7 | -4
O=C(NCc1ccccc1)C(c1ccc(Cl)cc1)N(C(=O)c1csnn1)C1CC1 (configuration not stated) | -8 | -24 | 0 | -3 | -2 | 11 | 8 | -1.6 | 5
CN(C)CCn1c2c(c(SCC(=O)Nc3ccc4c(c3)OCCO4)nc1=O)CCC2 | 0 | -6 | 1 | 4 | 2 | -21 | 34 | -0.7 | -8
C[C@H]1CN([C@@H](C)CO)C(=O)c2cccc(NS(=O)(=O)c3ccc(F)cc3)c2O[C@H]1CN(C)Cc1ccc(Cl)c(Cl)c1 | 0 | 9 | 6 | 2 | 8 | -18 | 31 | 2.0 | 11
C=CCSc1nnc(N2C(=O)C(O)=C(C(=O)c3ccco3)C2c2ccccc2F)s1 (configuration not stated) | 0 | -1 | 6 | 42 | 2 | -23 | -8 | 0.6 | -8

Record cards (already shown).
CC1(c2ccc(Cl)cc2Cl)NC(=O)N(CC(=O)Nc2cccnc2Cl)C1=O (configuration not stated) in the list: XBP1 UPR activ: 1; Jurkat NFkB inh: -7; CCR6 antagonist: -2; Gli-Sufu block: -11; CXCR6 inh: -5; 697 NFkB inh: -1; Mdm2 MdmX PPI: 10; UPR CHOP act: 1.4; EBI2 antag: 1
CCOC(=O)Cc1csc(N/N=C\c2cccc(Br)c2)n1 in the list: XBP1 UPR activ: 1; Jurkat NFkB inh: 7; CCR6 antagonist: 17; Gli-Sufu block: 1; CXCR6 inh: 0; 697 NFkB inh: 7; Mdm2 MdmX PPI: 1; UPR CHOP act: -1.6; EBI2 antag: -7
O=C(NCc1ccccc1)C(c1ccc(Cl)cc1)N(C(=O)c1csnn1)C1CC1 (configuration not stated) in the list: XBP1 UPR activ: -8; Jurkat NFkB inh: -24; CCR6 antagonist: 0; Gli-Sufu block: -3; CXCR6 inh: -2; 697 NFkB inh: 11; Mdm2 MdmX PPI: 8; UPR CHOP act: -1.6; EBI2 antag: 5

(listing goes on)
SMILES | XBP1 UPR activ | Jurkat NFkB inh | CCR6 antagonist | Gli-Sufu block | CXCR6 inh | 697 NFkB inh | Mdm2 MdmX PPI | UPR CHOP act | EBI2 antag
Clc1ccc2[nH]cc(-c3nnnn3-c3ccc4ccccc4c3)c2c1 | -2 | 9 | 8 | 13 | -8 | -27 | 31 | 0.2 | 45*
CCOC(=O)c1oc2nc3c(cc2c1N)CCCC3 | -2 | -7 | 14 | -43 | 1 | 4 | -65 | 7.2 | 9
CCOc1ccc(N(C(=O)Cn2nnc3ccccc32)C(C(=O)NC(C)(C)CC)c2cccn2C)cc1 (configuration not stated) | -2 | -6 | -8 | -21 | -4 | -2 | 3 | 0.4 | -5
Cc1nn(Cc2ccccc2)c(Cl)c1/C=C1\NC(=S)NC1=O | 0 | 0 | 19 | 5 | -2 | -1 | 24 | -0.5 | 4
CCOC(=O)NNS(=O)(=O)c1cc(Br)ccc1Br | 2 | -5 | 4 | -3 | 8 | -22 | 9 | -1.5 | -20
Cc1ccc(N(CCC#N)C(=O)CSc2nnc3ccccn23)cc1 | -1 | -9 | 2 | -2 | -1 | 5 | 1 | -1.4 | -5
NC(=S)Nc1ccc(S(=O)(=O)c2ccc(NC(N)=S)cc2)cc1 | -1 | 6 | 14 | 7 | 5 | -12 | -15 | 2.4 | -8
CCc1ccc(NC(=O)COC(=O)/C=C/c2ccco2)cc1 | 2 | -5 | 20 | -1 | -2 | -40 | -14 | 0.9 | 6
c1ccc(CNc2cncnc2)cc1 | -1 | -5 | 10 | 1 | -4 | -5 | 3 | -0.4 | 2
O=C(COc1cccc2c1CCN(Cc1ccccc1)C2=O)NCc1ccco1 | -1 | -16 | 0 | -7 | 5 | -24 | -10 | 0.7 | -4
COc1ccc(CCN2C(=O)C3C4CC(C5C(C(N)=O)=NOC45)C3C2=O)cc1OC (configuration not stated) | 1 | 3 | 8 | -5 | -4 | 9 | 15 | -2.3 | -10
O=C(/C=C/c1ccccc1[N+](=O)[O-])NCCN1C(=O)S/C(=C\c2ccc(F)cc2)C1=O | 9 | -41 | -7 | -28 | 2 | -47 | -37 | 3.9 | 1
COc1ccc(CCNC(=O)CSc2nc(C)cs2)cc1 | 0 | -3 | 9 | -4 | 1 | 7 | -7 | -1.7 | 0
COc1cc(/C=N/NC(=O)c2ccc(CN3C(=O)c4cccc5cccc3c45)cc2)cc(OC)c1O | 0 | -10 | 6 | 5 | -1 | -129 | -3 | -1.5 | -1
COc1cccc(OCc2cc(/C=N/n3cncn3)ccc2OC)c1 | 0 | 15 | 5 | -4 | 7 | 0 | -7 | -0.3 | 1
c1ccc(COc2ccc(OCCCCN3CCCCC3)cc2)cc1 | 1 | -57 | 16 | -6 | 11 | -73 | -16 | 1.1 | 1
Cc1noc(C)c1CSCC(=O)N(C)CC(=O)Nc1ccc(Cl)cc1 | -5 | 4 | 0 | 3 | -4 | 9 | 22 | 1.2 | 2

Screens from PubChem.
